NSD2 HMT inh = blocks human histone methyltransferase NSD2. NSD2 peptide methylation, AlphaScreen, 120 min. inhibition, % at 12.5 µM. 310,000 compounds, 0.54% hits; in the data active = inhibition above about 50%
The depositor's hits bear a star. Only part of the results is shown, so the mix of outcomes need not match the whole.

SMILES	NSD2 HMT inh
O=C(O)c1ccc(-n2nc(-c3ccccc3O)nc2-c2ccccc2O)cc1	44
O=C1NC(=O)C2(CCOc3ccc(F)cc32)N1 (stereo unspecified)	-1
